Assay outcomes: PubChem, several laboratories
NTR1 agonist = agonists of NTR1, primary screen, imaging, U2OS cells, beta-arrestin-GFP, high content (AID 493036). activation, % at 20 µM. P30989. hit rate 0.17% among 330,000. NTR1-U2OS beta-arrestin-GFP spot imaging, agonist mode;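 active means activation at or above 40% of the spot to cytoplasm intensity ratio, with at least 20 cells analyzed; inconclusive means wells under 20 cells, flagged as cytotoxic or low count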;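 further: 0% = DMSO without peptide and 100% = 100 nM NTR1 peptide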
Target sequence (P30989 whole entry, looked up): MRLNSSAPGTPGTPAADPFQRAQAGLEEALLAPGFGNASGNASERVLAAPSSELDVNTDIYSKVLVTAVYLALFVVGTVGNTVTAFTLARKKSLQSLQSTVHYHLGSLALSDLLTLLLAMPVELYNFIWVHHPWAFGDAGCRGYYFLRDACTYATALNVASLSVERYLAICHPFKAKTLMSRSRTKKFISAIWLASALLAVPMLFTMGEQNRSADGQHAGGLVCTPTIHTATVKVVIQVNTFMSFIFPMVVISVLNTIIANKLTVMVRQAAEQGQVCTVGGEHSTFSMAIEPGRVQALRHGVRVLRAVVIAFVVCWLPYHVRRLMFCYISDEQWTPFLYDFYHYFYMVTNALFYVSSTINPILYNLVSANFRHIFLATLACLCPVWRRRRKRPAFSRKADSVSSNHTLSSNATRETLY
Dengue-2 NS5 capping = flavivirus cap methylation enzyme inhibition – biochemical, confirmation dose response, primary screen (AID 588689). hit rate 0.3% among 340,000. Dengue-2 NS5 methyltransferase capping enzyme assay, biochemical; higher % means a stronger effect. inhibition, % at 25 µM, or IC50 in µM where a hit was titrated; in the data active means a potency from the dose series; inconclusive means inhibition above about 29% without an active follow-up result
Autophagy mod = alters autophagy in cells; calls only at 10 µM (by protocol); AID 463193; hit rate 0.98% among 190,000; MEF GFP-LC3 puncta imaging; test concentration mostly 10 µM;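 active means percentage of spot-positive cells more than 3 SD above its plate mean, without a fluorescence outlier flag or 80% toxicity; inconclusive means no clear call, values can overlap the other calls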;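 further: spot-positive cell cutoff set from DMSO-treated cells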
UTI89 phage lysis = inhibition of K1F phage lysis, E. coli UTI89, bacterial capsule biogenesis inhibitors, alamar blue (AID 488966); E. coli UTI89 K1F phage lysis, alamar blue, 2 h; higher % means a stronger effect; inhibition, % at 100 µM; hits with a dose series show IC50 in µM; hit rate 0.02% among 340,000;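 active means phage lysis inhibition, versus mean bacterial control, above a set limit; inconclusive means no clear call, values can overlap the other calls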;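 further: capsule biogenesis inhibitors block K1F phage lysis so surviving cells raise fluorescence; higher fluorescence means more inhibition of phage lysis; actives were called in the ten point dose series up to 300 µM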
GPR35 antagonists = inhibition of zaprinast-stimulated GPR35 beta-arrestin translocation – imaging, U2OS, beta-arrestin-GFP, zaprinast agonist, primary screen (AID 2058) | one-dose inhibition, % at 10 µM; IC50 in µM for titrated hits | U2OS GPR35 beta-arrestin-GFP translocation imaging, zaprinast antagonism; higher % means a stronger effect | hit rate 0.052% among 290,000;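 active means inhibition of at least 50% with at least 30 cells and total cytoplasm GFP at most 10,000,000; inconclusive means under 30 cells or total GFP of 10,000,000 plus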
AID2073 = inhibitors of Mint1-CaV2.2 protein interaction, biochemical, HTRF (AID 2073) | HTRF protein-protein interaction, Mint1-CaV2.2; higher % means a stronger effect | inhibition, % at 20 µM; hits with a dose series show IC50 in µM | hit rate 0.19% among 290,000; in the data active means inhibition mostly above about 51%, no sharp cut-off; inconclusive means no clear call, values can overlap the other calls; inactive means mostly below about 53%; further: some results filed as inactive read as strong as hits
LYP inhibition = PTPN22 lymphoid phosphatase activity blockers – biochemical, fluorescence intensity, uHTS (AID 1779) | recombinant LYP phosphatase, fluorescence intensity; higher % means a stronger effect | hit rate 0.054% among 290,000 | inhibition, % at 11.5 µM, or IC50 in µM where a hit was titrated; in the data active means inhibition above about 50%;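 further: plate controls were vehicle with enzyme for no effect and no enzyme for full effect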
RSV CPE inhibition = inhibition of RSV-induced cytopathic effect – HEp-2 cells, primary 10 µM value included (AID 2391) | HEp-2 cells, RSV-induced CPE inhibition; higher % means a stronger effect | CPE inhibition, % at 10 µM, or IC50 in µM where a hit was titrated | hit rate 0.13% among 310,000; in the data active means a potency from the dose series; inconclusive means CPE inhibition mostly from about 23% at the one dose, without a potency; inactive means the rest, 99 in 100 with CPE inhibition below about 21%; further: strong numbers were not always called active
WT yeast gro inh = growth inhibition of WT yeast, mitochondrial fusion screen; mitochondrial fusion phenotypic screen, WT strain; inhibition, % at 10 µM; hit rate 2.1% among 190,000; in the data active means inhibition above about 58%; tested in S. cerevisiae
WT yeast gro inh mutant strain = recorded beside WT yeast gro inh, whose call it bears; inhibition, %; mitochondrial fusion phenotypic screen, mutant strain inhibition
Autophagy mod cell loss 18 h = recorded beside Autophagy mod, whose call it bears; toxicity, %; measured here: cell loss, nuclei count;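 cell loss after 18 h compound exposure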
NTR1 agonist cell count 20 µM = further read-out of NTR1 agonist, marked with its call; cell count; measured here: cell count, cytotoxicity flag
Dengue-2 NS5 capping pilot replicate = recorded beside Dengue-2 NS5 capping, whose call it bears; inhibition, %; measured here: pilot screen replicate inhibition
* = called active by the depositor; i = inactive; ? = inconclusive; . = not tested or not shown.

SMILES | NTR1 agonist | NTR1 agonist cell count 20 µM | Dengue-2 NS5 capping | Autophagy mod | Autophagy mod cell loss 18 h | UTI89 phage lysis | GPR35 antagonists | AID2073 | LYP inhibition | RSV CPE inhibition | WT yeast gro inh | WT yeast gro inh mutant strain | others
CC1(C)CC(Cc2nc(=S)[nH][nH]2)C(=O)O1 (centres undefined) | 0.6 | 61 | -6% | i | 8 | -0.1% | -3% | 14% | -1% | 0.3% | 3 | 0
CC1(C)CC(=O)C2=C(C1)Nc1ccccc1NC2c1ccc2c(c1)OCO2 (centres undefined) | 1.2 | 73 | 15% | i | -12 | -0.2% | 12% | 5% | 1% | -1.2% | -18 | -8
COc1ccccc1NC(=O)c1c(N=Cc2cccc([N+](=O)[O-])c2)cnn1C | 4.3 | 58 | . | . | . | . | 13% | 6% | -4% | 0.8% | . | .
CC(=O)Nc1ccc(S(=O)(=O)NCC2CCC(C(=O)NCCC3=CCCCC3)CC2)cc1 (centres undefined) | -1.2 | 66 | -6% | i | -11 | 0.1% | 0% | 2% | -4% | 1.0% | 6 | 10
Cn1c(SCC(=O)Nc2nccs2)nnc1-c1ccc(S(=O)(=O)N2CCCC2)cc1 | 0.5 | 47 | -5% | i | -3 | 7.7% | -3% | -6% | -13% | -1.5% | 0 | 2
CCOC(=O)c1cnc(SCC(=O)Nc2ccc(NC(C)=O)c(OC)c2)nc1N | -0.4 | 82 | -5% | i | -9 | 0.2% | 7% | -9% | 3% | 4.2% | -44 | 1
CC1(C)Cc2c(c(-c3ccco3)nc3sc4c(NCCN5CCOCC5)ncnc4c23)CO1 | 0.6 | 65 | 7% | i | 4 | -0.2% | 3% | 29% | 2% | -1.2% | 17 | 11
CN1CCCN(C(=O)CC2(CC(=O)O)CCCCC2)CC1 | -2.4 | 61 | 2% | . | . | -0.1% | 15% | -21% | -4% | 0.0% | . | .
CC(=O)Nc1ccc(Nc2c3ccccc3nc3ccccc23)cc1 | 3.5 | 78 | -4% | i | 40 | 0.2% | 2% | -8% | 0% | -1.6% | 17 | 1
O=S(=O)(NCC1CCN(S(=O)(=O)c2ccccc2)CC1)c1ccccc1 | 3.3 | 67 | -12% | i | 2 | 0.1% | 2% | 13% | -2% | 1.6% | -2 | 17
CCc1cccc(CC)c1NC(=S)N1CCn2cccc2C1c1cccnc1 (centres undefined) | -0.3 | 45 | -4% | i | 29 | -0.5% | 5% | 8% | -9% | 0.1% | 9 | 10
O=C(Nc1ccccc1)c1cnc(-c2ccccc2)nc1-c1ccccc1 | 3.9 | 82 | 1% | i | 15 | -0.1% | 14% | -12% | 1% | 5.3% | -7 | 0
CN1C(C(=O)NCc2cccc(C(F)(F)F)c2)CC2Cn3c(nc4ccccc43)C21 (centres undefined) | 13 | 59 | -5% | . | . | 1.6% | -2% | 5% | -10% | 0.7% | . | .
NC(=O)CC(NC(=O)Cc1cccc2ccccc12)c1ccc(N2CCN(c3ccccc3)CC2)c([N+](=O)[O-])c1 (centres undefined) | 7.2 | 100 | 2% | . | . | 1.5% | -10% | 10% | -4% | 0.4% | . | .
Cc1ccc(S(=O)(=O)N2C(=O)CCC2C(=O)N2CCCCC2)cc1 (centres undefined) | 2.5 | 61 | -11% | . | . | 0.5% | 1% | -2% | -7% | -0.6% | . | .
Cc1cc(C)cc(N2C(=O)CC(N(C(=O)c3ccco3)c3cc(C)cc(C)c3)C2=O)c1 (centres undefined) | 1.5 | 78 | -10% | i | 24 | 0.2% | -11% | -3% | 1% | 2.3% | 17 | -5
Cc1ccc(NC(=O)C(=O)NCCN2CCN(C(=O)C(c3ccccc3)c3ccccc3)CC2)cc1 | 5.4 | 46 | 2% | i | 7 | 0.4% | 9% | -9% | 1% | 1.5% | -8 | -22
O=C(/C=C/c1ccco1)Nc1ccc(N2CCCC2)cc1 | -1.3 | 55 | -10% | i | 8 | 1.2% | 8% | -14% | -1% | 1.6% | -19 | 4
CCN(CC)S(=O)(=O)c1cccc(NC(=O)c2ccc(Br)cc2)c1 | 2.4 | 56 | -1% | i | 7 | 0.9% | -6% | 0% | -4% | 11% | 70* | 41*
Cc1ccc(C)c(NC(=O)COC(=O)CCC(=O)c2cccs2)c1 | -1.2 | 67 | -6% | i | -5 | 0.2% | -2% | -9% | -5% | 2.5% | -14 | 18
COc1ccc(NC(=O)/C(Cl)=C(/Cl)S(=O)Cc2ccccc2)cn1 (centres undefined) | 1.3 | 36 | -50% | i | 77 | -0.7% | 10% | -47% | 2% | -2.0% | 76 | 77
Cc1ccc(OCCNC(=O)c2cccc(C)c2)cc1 | 0.9 | 72 | -11% | . | . | 0.2% | 19% | 46% | -6% | 0.2% | . | .
CCCC(=O)Nc1ccc(C(=O)N2CCCC2)cc1 | -1.1 | 73 | 0% | i | 0 | 0.6% | -16% | -1% | -8% | 0.8% | 8 | 6
CN(C)/C=C1\C=C2C(=O)c3ccccc3N2C1=O | -1.5 | 47 | ? | . | . | 0.4% | 6% | 36% | 3% | 0.8% | . | .
Cn1c(=O)c2c(nc(SCCOc3ccc4ccc(=O)oc4c3)n2C)n(C)c1=O | . | . | . | . | . | . | 12% | -4% | -4% | . | 6 | -5
O=C(CN1C(=O)c2ccccc2C1=O)NCC1CCCO1 (centres undefined) | -1.9 | 37 | 0% | i | 11 | 0.9% | 19% | 3% | 1% | 2.2% | -9 | 2
CCCc1nnc(NC(=O)c2nc(S(=O)(=O)Cc3cccc(C)c3)ncc2Cl)s1 | -0.2 | 55 | >100µM* | . | . | -0.3% | 24% | 6% | -6% | -2.5% | . | .
O=C(c1cccc(S(=O)(=O)N2CCCC2)c1)N1CCN(c2ccccc2)CC1 | -0.1 | 58 | 0% | i | 4 | 7.0% | 4% | -4% | -6% | 0.7% | 17 | 16
O=C(NNc1ccccc1[N+](=O)[O-])NC1CCCCC1 | 0.2 | 85 | 5% | i | 19 | -0.2% | -1% | -4% | -12% | -0.1% | -16 | -11
CC(C)c1ccc(NS(=O)(=O)c2ccc3[nH]cc(C(=O)N4CCC(C(N)=O)CC4)c(=O)c3c2)cc1 | 2.1 | 53 | 0% | i | 7 | 0.3% | 8% | 1% | -8% | 0.2% | 7 | -1
CCCn1c(C)cs/c1=N\C(=S)Nc1ccccc1 | -2.1 | 62 | -3% | i | 31 | 0.3% | -4% | 14% | -6% | 2.3% | 11 | 1
O=C1/C(=C\c2ccc(O)cc2)SC(=S)N1/N=C/c1ccc(O)cc1 | -2.0 | 54 | -55% | . | . | 0.0% | 14% | 12% | 2% | 1.4% | . | .
Clc1ccc(OCCSc2ncccn2)cc1 | -0.9 | 79 | -1% | i | -11 | -0.1% | -13% | -4% | -3% | 3.2% | 20 | 10
COc1ccc(CCNC(=O)CCc2nnc(Cc3ccc4c(c3)OCO4)o2)c(OC)c1 | 0.6 | 62 | 1% | . | . | 0.0% | -5% | -3% | -5% | 0.6% | . | .
Clc1cccc(NCc2nnc3n2CCCCC3)c1 | -0.4 | 59 | 3% | i | 8 | 0.0% | -17% | 4% | -5% | 0.3% | -2 | 0
O=C(NCc1ccccn1)c1ccc(-c2ccccc2)cc1 | 1.5 | 47 | 1% | i | 9 | -0.8% | 15% | -10% | -3% | 0.1% | -11 | -18
O=C(OCCc1cc2ccccc2c(=O)o1)c1ccc(C(F)(F)F)cc1 | 2.1 | 44 | -2% | . | . | -0.4% | . | . | . | 0.9% | . | .
Cc1oc(-c2ccc(Cl)cc2)nc1CN1CCC(C(=O)NCCCN2CCCC(C)C2)CC1 (centres undefined) | 0.3 | 59 | -1% | . | . | 0.4% | 4% | 7% | -7% | 6.1% | . | .
CCOC(=O)C1(Cc2cccc(Cl)c2)CCCN(C(=O)c2cccnc2)C1 (centres undefined) | 0.4 | 35 | -6% | i | -3 | -0.4% | 27% | 38% | -3% | 2.1% | 4 | -6
CC(=O)N1CCc2cc(Br)cc(S(=O)(=O)NCc3ccccn3)c21 | -1.8 | 65 | 6% | i | -7 | 3.1% | -7% | -5% | -8% | 1.0% | -10 | -4

Compounds from the list above with a furan ring, fused or not, in the order listed:
SMILES | NTR1 agonist | NTR1 agonist cell count 20 µM | Dengue-2 NS5 capping | Autophagy mod | Autophagy mod cell loss 18 h | UTI89 phage lysis | GPR35 antagonists | AID2073 | LYP inhibition | RSV CPE inhibition | WT yeast gro inh | WT yeast gro inh mutant strain | others
CC1(C)Cc2c(c(-c3ccco3)nc3sc4c(NCCN5CCOCC5)ncnc4c23)CO1 | 0.6 | 65 | 7% | i | 4 | -0.2% | 3% | 29% | 2% | -1.2% | 17 | 11
Cc1cc(C)cc(N2C(=O)CC(N(C(=O)c3ccco3)c3cc(C)cc(C)c3)C2=O)c1 (centres undefined) | 1.5 | 78 | -10% | i | 24 | 0.2% | -11% | -3% | 1% | 2.3% | 17 | -5
O=C(/C=C/c1ccco1)Nc1ccc(N2CCCC2)cc1 | -1.3 | 55 | -10% | i | 8 | 1.2% | 8% | -14% | -1% | 1.6% | -19 | 4

Carrying on:
SMILES | NTR1 agonist | NTR1 agonist cell count 20 µM | Dengue-2 NS5 capping | Autophagy mod | Autophagy mod cell loss 18 h | UTI89 phage lysis | GPR35 antagonists | AID2073 | LYP inhibition | RSV CPE inhibition | WT yeast gro inh | WT yeast gro inh mutant strain | others
Cc1ccc(/C(N)=N/OC(=O)C(C)c2ccc([N+](=O)[O-])cc2)cc1 (centres undefined) | 2.4 | 71 | 3% | . | . | -0.2% | 5% | -13% | -9% | 18% | . | . | Dengue-2 NS5 capping pilot replicate=0.6
CCc1ccccc1NC(=O)N1CCCc2ccccc21 | -0.5 | 66 | -1% | . | . | -0.2% | -10% | 2% | -6% | 0.9% | . | .
COc1ccc(NC(=O)C2CC(=O)N/C(=N/N=C/c3ccccc3)S2)cc1 (centres undefined) | 3.6 | 57 | -5% | . | . | 0.4% | 5% | 34% | -5% | 0.8% | . | .
COC(=O)c1ccc(C)c(NC(=O)CCc2ccc(OC)c(OC)c2)c1 | -0.2 | 71 | 5% | i | -4 | 0.3% | 14% | -8% | -12% | 2.4% | -15 | 6
COC(=O)c1cc2ccccn2c2c(C(=O)OC)c(C(=O)OC)cc1-2 | 3.5 | 34 | 2% | i | -6 | 1.8% | 9% | -10% | -1% | 4.5% | 8 | 13
CS(=O)(=O)Oc1ccc2c(c1)O/C(=C\C=C\c1ccccc1)C2=O | 1.0 | 26 | -2% | . | . | -0.1% | -6% | 3% | -5% | 8.9% | . | .
O=[N+]([O-])c1ccc(Cl)c(/C=N/n2c(-c3ccncc3)n[nH]c2=S)c1 | 2.1 | 46 | 4% | . | . | -1.1% | 2% | -31% | 0% | . | . | .
